Source: PubChem BioAssay
DENV2 CPE rescue – inhibitors of DENV2 cytopathic effect, primary screen, cell-based, plate reader, single concentration. DENV2-infected cells, cytopathic effect rescue. CPE inhibition, % at 9.99 µM. 1.7% of 350,000 active. AID 651640, 2012; in the data active means CPE inhibition above about 20%, passing the limit was not always enough; inconclusive means no clear call, values can overlap the other calls; tested in BHK-21 cells;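 further: 0% = median of neutral control wells and 100% = median of positive control wells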
F508del corr – F508del CFTR correction, initial screen, CFBE line, single point; activity (quench increase), % at 7.58 µM; CFBE cells, YFP halide quenching; stimulated with forskolin plus potentiator P3; % fluorescence drop versus neutral controls; 0.36% of 350,000 active; AID 720511, 2013;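 active means mean added fluorescence quench of at least 8% versus neutral control, with both replicates also reaching 8%; inconclusive means only one of the mean or replicate conditions met; inactive means mean below 8% and not both replicates reaching 8%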;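 further: cells transiently co-express mutant CFTR-F508del with the halide-sensitive YFP; corrector assay measuring rescue of mutant channel to the surface after 24 h compound exposure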
CASP6 VEID inh – human caspase-6 inhibitors, primary screen, biochemical, VEID-R110 fluorescence, single point, set 2. P55212. purified caspase-6, Z-VEID-R110 cleavage fluorescence. inhibition, % at 12.5 µM. 0.53% of 350,000 active. AID 686996, 2013;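 active means mean inhibition across replicates at least about 35%, with every replicate also reaching that limit, limit read from the data; inconclusive means only one of the two criteria met; inactive means neither criterion met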;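 further: 0% = median of neutral control wells and 100% = no fluorescence left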
Target sequence (P55212 24-179 limits assumed): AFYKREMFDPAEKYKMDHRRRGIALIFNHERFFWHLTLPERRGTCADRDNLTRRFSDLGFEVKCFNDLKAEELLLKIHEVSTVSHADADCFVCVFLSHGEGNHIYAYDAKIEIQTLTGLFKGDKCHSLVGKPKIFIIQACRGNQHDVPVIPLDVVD
Target sequence (P55212 194-293 limits assumed): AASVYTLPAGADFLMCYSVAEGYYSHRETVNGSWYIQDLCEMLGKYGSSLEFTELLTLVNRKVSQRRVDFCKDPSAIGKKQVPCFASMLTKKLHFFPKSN
RAD54 branch – inhibitors of human RAD54 branch migration, primary screen, biochemical, fluorescence, single point. DNA repair and recombination protein RAD54-like (Homo sapiens), Q92698. inhibition, % at 10.4 µM. RAD54 Holliday junction branch migration, FAM/BHQ fluorescence. 0.14% of 360,000 active;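 active means mean normalized replicate activity at least 40 and at least half of replicates scoring 40 or more; inconclusive means only one of the two criteria met; inactive means mean below 40 and under half of replicates reaching 40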;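 further: 0% = median of neutral control wells and 100% = median of positive control wells; inhibitors cause a drop in the FAM fluorescence signal; in these data hits start at about 50%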
Xi reactivation – activators of inactive X chromosome reactivation, primary screen, imaging, XiGFP fibroblasts, GFP high-content imaging, set 2 | 0.055% of 360,000 active | activation, % at 7.58 µM | XiGFP mouse fibroblasts, % GFP-positive cells imaging, 3 d; cells co-treated with 5-aza-dC sensitizer; scaled so ellipticine positive control = 100% | AID 743238, 2013;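 active means mean normalized replicate activation at least 10% and every replicate at or above 10%; inconclusive means only one of the two criteria met; inactive means mean below 10% and not all replicates reach 10%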;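 further: 0% = median of on-plate neutral control wells and 100% = ellipticine 6 µM median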
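Material: XiGFP fibroblasts, SV40-immortalized; Buffer or medium: DMEM containing 5-aza-dC; Compound dosing: single point; Times: 3 days compound exposure.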
E-selectin induc – E-selectin induction in HUVECs, primary screen, imaging, HUVEC, immunofluorescence imaging, single point; P16581; normalized: neutral wells 0, TNF-alpha wells 100; activation, % at 7.58 µM; 0.37% of 260,000 active;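 active means mean E-selectin-positive cell signal at least 10% of the positive control, reached in at least 60% of replicates, without over 20% cell loss; inconclusive means no rule given, readout overlaps actives, possibly toxicity-flagged; inactive means the rest, including those meeting only one limit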;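 further: in these data hits start at about 27%; measured in HUVEC primary endothelial cells; signal is the percent of cells scored E-selectin positive by PE staining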
Target sequence (P16581 whole entry, looked up): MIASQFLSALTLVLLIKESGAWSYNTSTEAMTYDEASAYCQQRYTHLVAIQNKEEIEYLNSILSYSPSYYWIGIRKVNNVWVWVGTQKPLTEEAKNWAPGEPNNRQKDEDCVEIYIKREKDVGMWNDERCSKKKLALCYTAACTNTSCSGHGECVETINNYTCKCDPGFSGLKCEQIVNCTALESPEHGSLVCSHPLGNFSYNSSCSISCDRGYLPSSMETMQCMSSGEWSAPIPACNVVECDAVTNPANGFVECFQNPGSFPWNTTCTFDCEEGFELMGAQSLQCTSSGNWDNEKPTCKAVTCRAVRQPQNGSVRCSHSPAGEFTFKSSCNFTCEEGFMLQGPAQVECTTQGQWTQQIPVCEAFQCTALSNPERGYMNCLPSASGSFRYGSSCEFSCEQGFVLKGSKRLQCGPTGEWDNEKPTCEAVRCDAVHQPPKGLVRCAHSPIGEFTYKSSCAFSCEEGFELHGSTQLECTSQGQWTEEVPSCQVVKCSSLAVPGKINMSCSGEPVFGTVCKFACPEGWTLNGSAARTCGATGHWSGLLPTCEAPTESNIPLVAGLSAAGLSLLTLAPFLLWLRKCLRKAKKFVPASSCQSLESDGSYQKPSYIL
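System: HUVEC / Compound: single concentration / Signal: immunofluorescence imaging / Read-out: percent E-selectin-positive cells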
GSIS activator – GLuc luminescence reporter in INS-1E cells, primary screen for activators of glucose-dependent secretion of insulin; INS-1E GLuc reporter insulin secretion, 2-3 h; activation, % at 16.6 µM; 0.61% of 370,000 active;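 active means lowest replicate activation of at least 40%, so every replicate reaches that level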;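 further: 0% = median of neutral control wells and 100% = median of IBMX positive control wells; some compounds called inactive have numbers as strong as hits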
RAD52 inh – RAD52 DNA annealing inhibitors, primary screen, biochemical, FRET, single point, set 2; inhibition, % at 18.7 µM; 0.46% of 360,000 active; recombinant RAD52 DNA annealing, FRET fluorescence; AID 651710, 2012; DNA repair protein RAD52 homolog (Homo sapiens), P43351;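 active means every replicate showing at least 50% inhibition; inconclusive means mean inhibition at least 50% but not in every replicate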
An asterisk follows results filed as active; ? = inconclusive; . = not tested or not shown.

Order of results – CASP6 VEID inh	RAD52 inh	RAD54 branch	DENV2 CPE rescue	E-selectin induc	F508del corr	Xi reactivation	GSIS activator
1: COc1ccc(NC(=O)c2cccc(N3C(=O)c4cccc([N+](=O)[O-])c4C3=O)c2)cc1
  3	-13	-3	-4	0.1	-0.9	0.0	-6
2: Cc1ccccc1C(=O)Nc1ccnn1C1CCN(CC2CC=CCC2)CC1 (stereo not given)
  -4	-13	8	8	-0.3	1.6	0.0	6
3: Cc1ccc(NC(=O)N2CCC(C(=O)c3ccc(F)cc3)CC2)cc1
  -1	-10	-9	1	0.1	-2.1	0.2	-21
4: CCCCN1C(=O)C(O)(CC(=O)c2c(C)n[nH]c2C)c2cc(Br)ccc21 (stereo not given)
  2	-5	5	.	.	.	.	-1
5: CC(C)CCN(C(=O)CCSc1ccc(F)cc1)c1c(N)n(Cc2ccccc2)c(=O)[nH]c1=O
  0	-9	-8	-5	.	-2.5	0.0	7
6: CCCN(CCC)CCNC(=O)C1CCN(S(=O)(=O)c2cccc3nsnc23)CC1
  -7	-9	7	-2	.	-3.3	-0.1	-2
7: Cc1ccc(NC(=O)CN(C)CC(=O)Nc2ccc(F)c(Cl)c2)cc1
  1	-9	1	-1	.	-1.5	0.0	-12
8: Cc1noc(C)c1S(=O)(=O)Nc1ccc2c(c1)C(=O)N([C@@H](C)CO)C[C@H](C)[C@@H](CN(C)Cc1ccc(Oc3ccccc3)cc1)O2
  1	-3	-14	-8	-3.4	0.8	0.0	2
9: COc1cccc(S(=O)(=O)Nc2ccc3c(c2)[C@H]2C[C@H](CC(=O)N4CCCCC4)O[C@H](CO)[C@H]2O3)c1
  3	5	5	-2	0.0	7.0	0.3	14
10: CO[C@H]1CN(C)C(=O)c2cc(C#N)ccc2OC[C@@H]2O[C@H](CC[C@H]2OC)CCN(C)C(=O)[C@@H]1C
  -11	11	2	6	0.1	-1.9	-0.1	-1
11: C[C@@H](NC(=O)[C@@H]1[C@@H](CO)[C@@H]2Cn3c(cccc3=O)[C@@H]2N1C(=O)C1CC1)c1ccccc1
  -2	-1	4	-3	0.3	-1.4	0.4	10
12: OC[C@H]1[C@H](c2ccc(C#Cc3ccccc3)cc2)[C@H]2CN(CC3CCOCC3)CCCCN21
  -4	13	4	19	-0.1	-0.9	0.1	-2
13: COc1ccc2c(c1)C(=O)C(=O)N2CCS(=O)(=O)c1ccccc1
  5	7	.	0	0.0	-1.7	-0.1	-12
14: Cc1nnc(NC(=O)C2CCN(c3nnnn3-c3ccccc3)CC2)s1
  4	13	11	.	.	.	.	5
15: C[C@@H]1C=CCCO[C@]12C(=O)N(Cc1ccc(F)cc1)c1ccccc12
  -1	-10	.	3	-0.1	1.8	0.4	-12
16: O=C(Cc1ccc(Br)cc1)NCc1ccccc1
  -1	-18	-28	-6	.	20*	0.3	12
17: CC(C)CC#Cc1cnc2c(c1)C(=O)N([C@H](C)CO)C[C@H](C)[C@H](CN(C)C(=O)CCN1CCCCC1)O2
  0	19	9	-8	1.4	4.3	-0.6	8
18: C[C@H](CO)N1C[C@H](C)[C@H](CN(C)C(=O)Nc2ccc(F)cc2)Oc2ncc(C#Cc3ccccc3)cc2C1=O
  .	.	.	.	0.8	-0.5	0.3	-22
19: Cc1cccc(S(=O)(=O)N2C[C@@H](O)COC[C@H]3O[C@H](CC(=O)N4CCN(C)CC4)CC[C@@H]32)c1
  1	12	-18	1	0.1	-0.5	0.0	7
20: COc1cccc(CN2CCN(Cc3ccco3)CC2)c1
  .	0	7	-4	0.0	-1.7	-0.1	3
21: CCN(Cc1ccc(OC)c(F)c1)C(C)C(=O)Nc1ccc(S(=O)(=O)N2CCCC2)cc1 (stereo not given)
  1	-6	.	11	0.4	6.4	-0.1	-2
22: CCN(CC)S(=O)(=O)c1cc(NS(=O)(=O)c2cccc(Cl)c2Cl)ccc1C
  0	-10	-8	2	-1.8	.	0.3	-19
23: CCCNC(=O)N(C)C[C@H]1Oc2cc(C3=CCCC3)ccc2S(=O)(=O)N([C@H](C)CO)C[C@H]1C
  .	-1	3	30*	-0.1	4.3	0.0	-13
24: Brc1cccc(-c2nnc(SCc3ccon3)n2-c2ccccc2)c1
  -1	-16	6	-2	-0.1	0.0	0.1	-1
25: O=CNc1cc(-c2cccc(F)c2)cn2c(-c3ccc(F)c(Cl)c3)cnc12
  -2	-17	-7	4	-1.5	1.4	0.0	-4
26: O=C(Cc1c[nH]c2ccccc12)Nc1ccc(Nc2cccnc2)cc1
  1	22	.	0	0.1	-0.7	0.6	.
27: C[C@@H](O)C#Cc1ccc([C@@H]2[C@@H](CO)N3CCCCN(S(=O)(=O)c4ccccc4)C[C@@H]23)cc1
  -1	7	9	-2	-0.1	3.2	0.0	4
28: CC(C)c1nnc(NC(=O)CCC(=O)NCCc2ccccc2)s1
  0	-27	.	-1	1.4	-1.1	0.2	.
29: O=C(NCCCO)c1ccc(CSc2nc3ccccc3[nH]2)cc1
  1	-9	.	-7	.	1.4	0.0	-5
30: S=c1[nH]nc(Cc2cccs2)n1-c1ccccc1Cl
  1	-18	.	-3	.	-0.2	0.0	1

Next compounds.
Order of results – CASP6 VEID inh	RAD52 inh	RAD54 branch	DENV2 CPE rescue	E-selectin induc	F508del corr	Xi reactivation	GSIS activator
31: CCOc1ccc(NC(=O)Nc2ccc3c(c2)N(C)C(=O)CS3)cc1
  4	-41	6	2	.	-1.1	0.0	-18
32: Cc1c(NC(=O)C(C)OC(=O)/C=C/c2ccccc2)c(=O)n(-c2ccccc2)n1C (stereo not given)
  -2	-13	.	6	-0.7	-2.8	0.1	15
33: COc1cccc(C(=O)NCCS(=O)(=O)NCCc2ccccc2)c1
  -5	-10	-3	13	10	1.4	0.0	-10
34: CN(C)C(=O)c1cccc(-c2ccc([C@@H]3[C@@H](CO)N4CCCCN(C(=O)C5CCC5)C[C@@H]34)cc2)c1
  -4	1	0	-2	-0.1	-1.2	0.0	1
35: CC(=O)N1CCN(S(=O)(=O)c2cccc(C(=O)N(C)Cc3ccc(C)o3)c2)CC1
  -1	-5	-9	2	.	-1.8	0.2	1
36: CCOc1ccc(/C(CC)=N/NC(=O)C2(C)CC2(Br)Br)cc1 (stereo not given)
  .	.	.	.	0.1	-1.8	0.7	-11
37: COC(=O)c1ccc2nc(-c3ccccc3)c(Cc3ccccc3OC)n2c1
  2	-124	2	3	0.0	2.1	-0.1	0
38: CCCNC(=O)C(CC)NC(=O)c1cccc([N+](=O)[O-])c1 (stereo not given)
  -1	-6	2	-14	-0.1	-2.6	-0.1	12
39: C[C@@H]1CCCCO[C@@H](CN(C)CC2CCCCC2)[C@H](C)CN([C@H](C)CO)C(=O)c2cc(NC(=O)c3ccccc3)ccc2O1
  1	13	-1	.	-0.1	2.1	0.3	-5
40: Cc1ccc(C(=O)NNC(=S)NC(=O)c2ccccc2)cc1
  0	-2	.	-1	-0.3	-1.8	-0.2	-11
41: CCc1ccc(OCC(=O)NNC(=O)Cc2c(F)cccc2Cl)cc1
  0	-9	-1	11	.	-2.7	0.2	11
42: CC(C)c1ccc(NC(=O)c2cc(Br)ccc2Br)cc1
  -3	-2	.	-8	.	-2.2	-0.1	-14
43: O=C(Nc1ccc(Cl)c(S(=O)(=O)N2CCOCC2)c1)c1cn2ccccc2n1
  -3	-2	.	-3	.	1.3	0.4	2
44: O=C(Nc1nnc(-c2cccs2)o1)c1cccc(F)c1
  0	-5	-2	-6	?	-2.0	0.2	11
45: Cc1ccc(S(=O)(=O)N(C)C[C@@H]2Oc3c(NC(=O)C4CCOCC4)cccc3C(=O)N([C@@H](C)CO)C[C@H]2C)cc1
  0	13	0	-2	0.7	-3.1	0.2	7
46: CC1CC(C)CN(C(=O)c2ccc(C(=O)c3ccccc3)cc2)C1 (stereo not given)
  -3	-12	.	?	.	-2.7	0.1	-22
47: CO[C@H]1CN(C)C(=O)c2cc(NC(=O)NC(C)C)ccc2OC[C@H](C)N(Cc2ccccc2)C[C@@H]1C
  1	-3	-17	1	0.0	-1.2	0.2	0
48: Cc1ccc(O)c(NC(=O)CSc2n[nH]c(C)c2[N+](=O)[O-])c1
  -4	-18	.	0	.	-0.5	0.0	13
49: Cc1ccnc(NC(=O)CSc2ccc3c(c2)OCCO3)c1
  -2	-12	3	?	0.3	2.3	0.1	16
50: Cc1nnc(NCCc2ccccc2)c2ccccc12
  -3	-18	-10	1	0.2	-2.0	-0.1	11
51: CC(C)(C)C(=O)NC1(C(F)(F)F)NC(=O)N(c2ccccc2F)C1=O (stereo not given)
  -2	1	.	5	6.6	0.8	0.4	-9
52: CC(=NNc1cc(C)c2ccccc2n1)c1ccccn1
  -18	-94	.	-5	-0.3	6.2	1.3	9
53: COc1ccccc1-c1c(C)oc2c(CN3CCCCC3C)c(O)ccc2c1=O (stereo not given)
  4	-1	0	4	0.0	-0.8	0.0	.
54: COc1ccc(C(=O)NCC(=O)N2CCN(C(=O)c3ccco3)CC2)cc1[N+](=O)[O-]
  0	-10	1	-6	0.6	2.6	0.0	19
55: CCc1nnc(NS(=O)(=O)c2ccc(NC(=O)C(c3ccccc3)c3ccccc3)cc2)s1
  12	-18	.	-2	.	-0.6	0.3	.
56: CC1CCCC(C)N1CC(O)COc1c(F)cc(Br)cc1F (stereo not given)
  -5	2	.	0	.	1.9	0.2	18
57: O=C(Nc1nc(-c2cccnc2)cs1)c1ccccc1Cl
  -1	-8	-13	5	1.0	-0.2	0.0	.
58: O=C(c1cc2cc(Cl)ccc2[nH]1)N1CCCCC1
  -1	-10	-3	-7	0.0	0.8	-0.1	4
59: O=C(O)C1C2C=CC(C2)C1C(=O)NCc1cccc(Cl)c1 (stereo not given)
  -1	-29	-15	-3	.	2.3	0.0	-11
60: CC(C)[C@H](NC(=O)OC(C)(C)C)c1cc(C(=O)N2CCOCC2)c(N)s1
  -2	-28	.	3	22	-5.9	-0.1	-12
